Polio RdRp inh: poliovirus RdRp elongation inhibitors, primary screen, biochemical, fluorescence polarization, total intensity; % elongation, % (compound at 16.7 µg/mL); 150,000 compounds, 0.66% hits; poliovirus polymerase elongation; stronger effect = lower value; Genome polyprotein (Poliovirus type 1 (strain Mahoney)), P03300; in the data active = % elongation below about 90%; also: some results filed as inactive read as strong as hits
Target sequence (P03300 1749-2209 limits assumed): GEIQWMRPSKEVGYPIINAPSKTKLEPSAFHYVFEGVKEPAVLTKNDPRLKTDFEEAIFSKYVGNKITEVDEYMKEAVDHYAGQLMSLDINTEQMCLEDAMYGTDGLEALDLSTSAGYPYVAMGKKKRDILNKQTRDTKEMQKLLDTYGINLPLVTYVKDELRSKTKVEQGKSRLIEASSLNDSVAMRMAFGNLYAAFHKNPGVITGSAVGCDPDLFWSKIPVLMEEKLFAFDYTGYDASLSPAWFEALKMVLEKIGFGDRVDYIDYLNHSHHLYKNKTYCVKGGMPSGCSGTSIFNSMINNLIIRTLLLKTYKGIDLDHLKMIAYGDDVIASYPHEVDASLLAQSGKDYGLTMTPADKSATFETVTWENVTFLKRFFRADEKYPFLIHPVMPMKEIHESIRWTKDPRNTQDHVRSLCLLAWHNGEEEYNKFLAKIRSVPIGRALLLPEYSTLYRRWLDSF
Polio RdRp inh FP z-score: recorded beside Polio RdRp inh, whose call it bears; z-score; measured here: FP z-score; hits read low
Starred values were filed as active, the others as inactive. Only part of the results is shown. The share of hits here may be higher or lower than overall.

structure	Polio RdRp inh	Polio RdRp inh FP z-score
COc1ccc2cc3cc(C(=O)NCCC4=CCCCC4)sc3nc2c1	105.0	1.3
CC1CN(C(=O)c2ccncc2)CC(C)O1 (stereo not given)	100.0	0
CC(=O)Nc1ccc(OCc2ccccc2)cc1	105.0	0.2
O=S(=O)(NC1CCN(Cc2ccccc2)CC1)c1ccc(-n2cccn2)cc1	100.0	-1.4
CCOC(=O)c1ccccc1NC(=O)c1c2c(nc3ccccc13)C(=O)N(C1CCCCC1)C2	109.0	0.3
O=S(=O)(Nc1ccc(O)c(Sc2nc3ccccc3s2)c1)c1cc(Cl)ccc1Cl	111.0	0
COc1ccc(-c2nn(C)c3sc(C(=O)Nc4cc(OC)c(OC)c(OC)c4)cc23)cc1OC	107.0	0.5
Cc1cc(C)cc(N2C(=O)N(Cc3cccc(F)c3)c3ccccc3S2(=O)=O)c1	113.0	1.3
Cc1ccc(-c2cn3c(n2)sc2cc(C(=O)NCCC4=CCCCC4)ccc23)c(C)c1	103.0	-0.6
CCCCn1c(=O)n(CC(=O)Nc2ccccc2F)c(=O)c2c1ncn2Cc1ccco1	120.0	1.8

Reformatted as labelled records: entries from further up.
canonical_smiles: Cc1cc(C)cc(N2C(=O)N(Cc3cccc(F)c3)c3ccccc3S2(=O)=O)c1
  Polio RdRp inh: 113.0
  Polio RdRp inh FP z-score: 1.3
canonical_smiles: CCOC(=O)c1ccccc1NC(=O)c1c2c(nc3ccccc13)C(=O)N(C1CCCCC1)C2
  Polio RdRp inh: 109.0
  Polio RdRp inh FP z-score: 0.3

Carrying on:
structure	Polio RdRp inh	Polio RdRp inh FP z-score
Cn1cccc1C1CCCN1CC(=O)Nc1ccccc1C(=O)Nc1ccccc1 (stereo not given)	106.0	0.4
CNc1nsc(C(=O)c2ccc(OC)cc2)c1N	101.0	0.3
CCOC(=O)c1c(NC(=O)COc2ccc(Cl)cc2C)sc(C(C)=O)c1C	107.0	0.3
Cn1ccnc1SC(=O)N1c2ccccc2Sc2ccccc21	101.0	-0.2
S=C(Nc1ccc(Cl)c(Cl)c1)NC1CCCC1	100.0	-0.4
Cc1ccc(Nc2nc(C)cs2)cc1	103.0	0.5
CC(=O)NCCC(=O)Nc1cccc(C#N)c1	99.0	-0.8
Cc1cc(Nc2ccc(C)c(Cl)c2)n2nc(Cc3ccccc3)nc2n1	110.0	1.1
CCOCC(=O)Nc1cccc(-c2nc3cccnc3s2)c1	99.0	-0.8
O=C(OCc1cc(=O)n2c3c(sc2n1)CCCC3)C1CSC2(c3ccc(F)cc3)CCC(=O)N12 (stereo not given)	100.0	0.1
N#Cc1ccc(CSc2ccccn2)c(Cl)c1	104.0	0.1
c1ccc2c(-n3cccn3)cccc2c1	102.0	0
Cc1ccc(C(=O)c2oc3ccccc3c2NC(=O)c2cc(-c3ccc(Cl)cc3)on2)cc1	103.0	-0.8
O=C(c1ccc2c(c1)N(Cc1ccc(F)cc1)C(=O)/C(=C/c1ccccc1)S2)N1CCCC1	103.0	0.9
CN(C)c1nc(N2CCOCC2)nc(N2CCOCC2)n1	104.0	0.2
CCC(=O)Nc1ccc(C(=O)Cn2nc(C(=O)O)c3ccccc3c2=O)cc1	101.0	-0.3
COc1cccc2cc(-c3nc(-c4ccc(Cl)cc4)cs3)c(=O)oc12	112.0	1
Cc1c(C(=O)N2CCCCCC2)c(S(=O)(=O)Nc2ccc(OC(F)(F)F)cc2)c(C)n1C	109.0	0.9
CN1C(=O)c2c(nc[nH]c2=O)C12CCCC2	99.0	-0.4
Cc1ccc(NN)cc1C	100.0	0
CCCS(=O)(=O)NCCc1cc2c(OC)ccc(OC)c2[nH]c1=O	101.0	0.2
CN1CCN(NS(=O)(=O)c2ccc(Br)s2)CC1	99.0	-0.1
Cc1c(N(C)C(=S)SCC(=O)O)c(=O)n(-c2ccccc2)n1C	102.0	0
O=c1nc(SCCN2CCCCC2)nc2ccccn12	103.0	0.3
CC1CC(C)CN(S(=O)(=O)c2ccc(CN3C(=O)c4cccnc4C3=O)cc2)C1 (stereo not given)	103.0	0.4
COc1ccc(C(=O)NCCc2ccc(O)cc2)c(OC)n1	102.0	0.3
COc1cc(NC(=O)C(CCSC)NS(=O)(=O)c2ccc3c(c2)oc(=O)n3C)cc(OC)c1 (stereo not given)	99.0	-0.7
O=C(Nn1cnnc1)c1ccccc1-c1ccccc1	102.0	0.5
O=c1ccc(=O)n(-c2ccccc2)[nH]1	110.0	0.8
CS(=O)(=O)Cc1ccc(Oc2ccc(NS(C)(=O)=O)cc2)cc1	100.0	-0.3
Cc1c(CCNC(=O)c2ccco2)sc2nc(-c3ccc(F)cc3)nn12	97.0	-2.6
CCCCSc1nc(-c2ccc(OC)cc2)ccc1C#N	103.0	-0.6
Cc1[nH]c(=O)[nH]c(=O)c1S(=O)(=O)NCc1ccccn1	111.0	0.8
COc1ccc2oc(-c3ccc(C)c(NC(=O)CSc4ccc(Cl)cc4)c3)nc2c1	102.0	-0.5
Cc1nc2c3ccccc3nc(NNC(=O)CCC(=O)N3CCN(c4cccc(C(F)(F)F)c4)CC3)n2n1	110.0	0.7
CC(NC(=O)Nc1cccnc1)N1C(=O)C2C3C=CC(C3)C2C1=O (stereo not given)	100.0	-0.4
CN(Cc1ccccc1)c1ncnc2c1nc1n2CCCC1	104.0	-0.6
N#Cc1c(-n2cccc2)sc2c1CCCC2	102.0	0
CCN1CCC(N(Cc2cccc(OC)c2)C(=O)Nc2cccc(C(F)(F)F)c2)CC1	107.0	-0.5
COc1cccc(N2C(=O)c3ccccc3C2C(=O)NC2CCCC2)c1 (stereo not given)	100.0	-0.2
Cc1nn2cc(-c3ccc(OC(C)C)cc3)nc2s1	106.0	0
CN(C)/C=C1/N=C(c2ccccc2)OC1=O	100.0	-0.1
COc1ccc(C(=O)NCCc2nnc3ccc(SCC(=O)Nc4ccc(C)cc4C)nn23)cc1	102.0	0.5
O=C(CCS(=O)(=O)c1nc(-c2ccc3c(c2)OCO3)cc(C(F)(F)F)n1)Nc1ccc(OC(F)(F)F)cc1	103.0	1.8
O=C(CSCc1cnn(-c2ccccc2)c1-n1cccc1)NCc1ccc(F)cc1	113.0	1.2
CCn1c(=NC(=O)CSCC(=O)NC2CCCCC2)sc2cc(C(=O)OC)ccc21	104.0	0.6
Cc1nc(SCC(=O)OC(C)(C)C)c2c3c(sc2n1)CCCC3	108.0	0.6
CC1CCN(C(=O)CN2c3ccc(Br)cc3-c3ccccc3S2(=O)=O)CC1	109.0	0.6
N#CCSc1nnc(-c2ccc(Cl)cc2)n1Cc1ccco1	106.0	0.3
CNC(=S)N1CCSC1=Nc1ccccc1C	101.0	0

Other records
structure	Polio RdRp inh	Polio RdRp inh FP z-score
CCCCC1CCC(C2CCC(C(=O)O)CC2)CC1 (stereo not given)	109.0	0.6
CCCN(CCC)C(=O)c1sc2nc(-c3ccccc3)cn2c1C	104.0	0.9
CCCc1cc(=O)oc2c3c(ccc12)OCN(Cc1ccccc1OC)C3	112.0	1
Cc1ccc(-n2c(C)nc3sc4c(c3c2=O)CCC4)cc1	102.0	-0.1
Cc1cn(C)c(CC(=O)NCc2ccccc2Cl)c1C(=O)O	102.0	-0.7
COc1cc(NC(=O)CSc2ncc(S(=O)(=O)c3ccc(Br)cc3)c(=O)[nH]2)cc(OC)c1	109.0	1.3
CCOC(=O)Nc1ccc2c(CN(C)Cc3ccc(F)cc3)cc(=O)oc2c1	103.0	0.1
Cc1ccc(CNC(=O)C(C)n2ncn3cccc3c2=O)cc1 (stereo not given)	98.0	-2.1
CCOc1cc(C#N)c(NC(=O)c2cccc(S(=O)(=O)N3CCOCC3)c2)cc1OCC	103.0	0
COc1ccc(CNC(=O)C2=Cc3ccccc3OC2)cc1	97.0	-0.7
COc1ccc(NC(=O)CSc2oc(-c3ccco3)nc2S(=O)(=O)c2ccccc2)c(OC)c1	109.0	1.3
CCCCN(C)S(=O)(=O)c1cc(Br)cc2c1N(C(=O)CC)CC2	100.0	-0.1
COc1cccc(CNn2cn[nH]c2=S)c1OCc1ccccc1	101.0	0.3
COc1ccc(Cl)c(C(=O)OCC(=O)Nc2ccc(F)cc2)c1	103.0	0.1
CCCC(=O)Nc1nc2ccc(S(C)(=O)=O)cc2s1	104.0	0.6
O=C(CSc1nc2[nH]ncc2c(=O)[nH]1)N1CCCc2ccccc21	100.0	-1
COc1ccc(C(=O)NCc2cn3ccsc3n2)cc1OC	105.0	1
CCCCC(=O)/C=C/n1c(=S)oc2ccccc21	96.0	-1.5
COCCN(Cc1ccco1)C(=O)c1cc2c(=O)[nH]c3ccc(C)cc3c2s1	102.0	-0.7
CCC(=O)n1nc(-c2ccccc2)nc1NCc1ccccc1	102.0	1.1

Brought forward from above: 2 entries, followed by the next part.
structure	Polio RdRp inh	Polio RdRp inh FP z-score
COCCN(Cc1ccco1)C(=O)c1cc2c(=O)[nH]c3ccc(C)cc3c2s1	102.0	-0.7
CCC(=O)n1nc(-c2ccccc2)nc1NCc1ccccc1	102.0	1.1
CN(C)c1ccc2c(C(F)(F)F)cc(-c3ccccc3)nc2c1	43.0	-6.8
CCC(=O)Nc1c(C(N)=O)oc2ccccc12	98.0	-1.8
Cc1cccc(C(=O)NC2=NC(c3ccc(Cl)cc3)CC(=O)N2)c1 (stereo not given)	105.0	-0.6
CCN1CCN(C(=O)c2cc[n+]([O-])cc2)CC1	104.0	0.4
CC(=O)Nc1ccc(NC(=O)c2ccccc2N(C)S(C)(=O)=O)cc1	100.0	0.1
O=S(=O)(/C=C/c1ccccc1)N1CCN(CC(O)COCc2ccccc2)CC1 (stereo not given)	104.0	0
Cc1nc(-c2ccccc2OC(F)(F)F)[nH]c(=O)c1Cl	104.0	0.1
CN(CC(=O)C(C#N)c1ccccc1)Cc1ccccc1 (stereo not given)	101.0	-0.5
CCCc1cc(=O)oc2cc(OCC(=O)N3CCc4ccccc43)ccc12	102.0	0
Cc1ccc(-n2c(SCc3ccccc3F)nc3[nH]ncc3c2=O)cc1Cl	106.0	0.3
O=C(COCc1cc(-c2ccc(F)cc2)on1)Nc1cc(Cl)cc(Cl)c1	110.0	0.7
CN(Cc1nc(-c2ccccc2)no1)C(=O)CCN1C(=O)c2ccccc2C1=O	104.0	0.9
CS(=O)(=O)Cc1cccc(C(=O)NCc2ccco2)c1	101.0	0.2
Nc1nc2ccc(CC(=O)O)cc2s1	95.0	-0.8
Cc1nc(-c2nc(-c3c(C(=O)N/N=C/c4ccc(Cl)cc4)noc3C)cs2)cs1	104.0	0.5
CCOC(=O)c1csc(-c2cccs2)n1	90.0	-3.4
O=C(CC1Oc2ccccc2NC1=O)NCc1cccnc1 (stereo not given)	102.0	0.3
O=S(=O)(c1ccc2c3c(cccc13)CC2)N1CCSC1	99.0	-0.2
Cc1nc(-c2ccc(S(=O)(=O)N3CCN(c4ccc(F)cc4)CC3)cc2)co1	110.0	0.6
COc1ccc(CNC(=O)CSc2ncc(S(=O)(=O)c3ccc(Br)cc3)c(=O)[nH]2)cc1	102.0	-1
COC(=O)C(C)Nc1n[nH]c(=S)[nH]c1=O (stereo not given)	99.0	-0.5
Cc1ccc(C(=O)CSc2nnc(-c3cccc(C)c3)o2)cc1	98.0	-0.6
Clc1ccc2c(c1)CN(C1CCCCC1)CO2	100.0	-0.9
O=C(O)CC(NC(=O)Cc1ccccc1)c1ccccc1 (stereo not given)	102.0	0.2
O=C1CCCC(O)=C1C(C1=C(O)CCCC1=O)c1ccccc1	102.0	-0.1
Cc1cc(C)n(-c2ccc(C(=O)OCC(=O)Nc3ccccc3)cc2)n1	101.0	-0.2
COCC(=O)Nc1cc(C)cn(Cc2c(F)cccc2Cl)c1=O	101.0	-0.2
O=C(OCC(=O)N1CCN(c2ccccc2)CC1)c1ccc(-n2cnnn2)cc1	110.0	1
O=C(NCCN1CCOCC1)C1CCC(CNS(=O)(=O)c2ccc(Cl)cc2)CC1 (stereo not given)	99.0	-0.2
Cc1ccc2nc(-c3ccc(Cl)c(NC(=O)c4cccnc4)c3)oc2c1	106.0	0.3
COCCN1Cc2cccc(C(=O)N3CCN(c4ccc(F)cc4)CC3)c2C1=O	102.0	-0.4
CN=C1SC(C(=O)Nc2ccccc2)CC(=O)N1C (stereo not given)	105.0	0.8
CCOC(=O)c1ccccc1Oc1c(F)c(F)nc(NCCO)c1F	104.0	0.6
C=CCn1c(C23CC4CC(CC(C4)C2)C3)n[nH]c1=S	104.0	0.4
CCOC(=O)c1c(C)c(C(=O)N2CCCC2)c(C)n1CC	99.0	-0.9
O=C(c1ccco1)N(Cc1ccco1)C1CCS(=O)(=O)C1 (stereo not given)	102.0	0.3
O=C1CC(n2c(=O)oc3ccccc32)C2COC1O2 (stereo not given)	109.0	0.6
Cc1ccc(SC(=O)c2ccc(OC(F)(F)F)cc2)cc1	106.0	0.6
Cc1nnc(NC(=O)CSc2nnc(CNC(=O)C34CC5CC(CC(C5)C3)C4)n2-c2ccccc2)s1	103.0	0.9
CN(CCC#N)c1ncnc2sccc12	107.0	0.5
CCCSc1ncc(Cl)c(C(=O)Nc2ccc(S(=O)(=O)N3CCCCC3C)cc2)n1 (stereo not given)	109.0	0.7
COc1cc(OC)c(NC(=O)C2CCN(S(=O)(=O)c3ccc4c(c3)oc(=O)n4C)CC2)cc1Cl	102.0	-1.3

An excerpt of these results, with two lines to a compound.
Each structure is followed by: Polio RdRp inh | Polio RdRp inh FP z-score
CN=C1SC(C(=O)Nc2ccccc2)CC(=O)N1C (stereo not given)
    105.0 | 0.8
Cc1ccc(SC(=O)c2ccc(OC(F)(F)F)cc2)cc1
    106.0 | 0.6
O=C(c1ccco1)N(Cc1ccco1)C1CCS(=O)(=O)C1 (stereo not given)
    102.0 | 0.3

Screening results from PubChem.
